Giardia FBPA inh: qHTS Assay for Inhibitors of Fructose-1,6-bisphosphate Aldolase from Giardia Lamblia; A8B2U2; purified Giardia FBPA; Potency, µM (titrated, usually from 59.6 µM), without a hit: top-dose activity, negative = inhibition, hits mostly inhibitors; hit rate 0.71% among 290,000; also: potency is read from the fitted curve at half-maximal effect; nearly all actives have a fitted effect of over 55% in size
Target sequence (A8B2U2 whole entry, looked up): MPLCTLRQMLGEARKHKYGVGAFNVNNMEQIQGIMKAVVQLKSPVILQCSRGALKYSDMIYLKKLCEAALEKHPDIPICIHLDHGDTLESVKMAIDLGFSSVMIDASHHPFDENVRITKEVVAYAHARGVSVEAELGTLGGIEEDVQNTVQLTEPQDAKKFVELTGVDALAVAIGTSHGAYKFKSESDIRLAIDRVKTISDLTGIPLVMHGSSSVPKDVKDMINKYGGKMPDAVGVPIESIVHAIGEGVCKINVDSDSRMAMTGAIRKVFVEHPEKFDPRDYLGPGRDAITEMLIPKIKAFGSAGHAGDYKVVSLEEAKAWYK
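Giardia FBPA (40 nM reagent) was preincubated 10 min at RT with compound (up to 57.5 uM final), then substrate plus GAPDH/TPI/NAD/arsenate coupling system with diaphorase/resazurin was added; resorufin fluorescence (525/598 nm) was read after 20 min.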
AMA1-RON2 inh: qHTS for Inhibitors of AMA1-RON; Towards Development of Antimalarial Drug Lead: Primary Screen | Potency, µM (doses to about 58.2 µM), without a hit: at the highest dose activity change, negative = inhibition, most hits filed as inhibitors | AID 720542, 2013 | AlphaScreen AMA1-biotinylated RON2 peptide binding | hit rate 0.2% among 360,000 | Plasmodium falciparum AMA1 (3D7) - RON2 peptide interaction;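 also: potency is read from the fitted curve at half-maximal effect; 0% = vehicle wells and -100% = peptide control; nearly all actives have a fitted effect of over 45% in size; some results filed as inactive show a strong effect at the top dose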
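AMA1 (3D7) with his tag at 25 nM final met compounds first, then biotinylated RON2 peptide at 25 nM; detection used donor plus acceptor beads, 10 µg/mL apiece, read by AlphaScreen after 30 min at room temperature.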
HCV inh: qHTS Assay for Inhibitors of Hepatitis C Virus (HCV); AID 651820, 2012; Potency, µM (doses to about 41.8 µM), for inactives: top-dose activity change, negative = inhibition, most hits filed as inhibitors; hit rate 3.4% among 340,000; Huh7.5.1 HCVcc-Cre infection, luciferase reporter, 44 h; also: potency is read from the fitted curve at half-maximal effect
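1,000 cells/well; 4 h culture; + compound; + HCVcc-Cre (~0.5 moi); 44 h; luciferase substrate, RT 15 min; read 15 sec.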
HCMV antiviral: qHTS Assay for inhibitors of the human cytomegalovirus (HCMV) | HFF cells, HCMV-luciferase reporter, 72 h; active compounds read low | activity change, negative = inhibition, % at 57.5 µM | hit rate 4.5% among 410,000 | AID 1259415, 2018; in the data active = activity change below about -60%; inconclusive = no clear call, values can overlap the other calls; inactive = above about -39%
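Screen run at 2 compound doses on HFFs infected with reporter HCMV, MOI 1 PFU/cell. Luciferase activity from cell lysates at 72 h post infection gave inhibition relative to buffer-only and Salinomycin wells.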
AmpC inh detg: qHTS Inhibitors of AmpC Beta-Lactamase (assay with detergent); P00811; AmpC hydrolysis of nitrocefin, absorbance 480 nm, 0.01% Triton; Potency, µM (series often up to 114 µM), without a hit: top-dose activity change, negative = inhibition, hits mostly inhibitors; hit rate 0.041% among 370,000; AID 485294, 2010;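 also: potency is read from the fitted curve at half-maximal effect; 0% = no-compound wells and -100% = no-enzyme wells; nearly all actives have a fitted effect of over 25% in size; some results filed as inactive show a strong effect at the top dose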
Target sequence (P00811 whole entry, looked up): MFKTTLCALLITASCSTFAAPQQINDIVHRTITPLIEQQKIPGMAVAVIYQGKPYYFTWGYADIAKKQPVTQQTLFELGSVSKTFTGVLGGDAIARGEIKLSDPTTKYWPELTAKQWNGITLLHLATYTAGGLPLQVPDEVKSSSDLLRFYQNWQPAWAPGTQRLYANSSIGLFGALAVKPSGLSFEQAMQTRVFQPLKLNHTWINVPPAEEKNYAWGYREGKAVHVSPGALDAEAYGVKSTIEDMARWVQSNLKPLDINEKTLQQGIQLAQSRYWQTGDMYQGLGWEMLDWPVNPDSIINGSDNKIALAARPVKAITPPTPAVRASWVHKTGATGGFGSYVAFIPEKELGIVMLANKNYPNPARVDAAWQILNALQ
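20 mM phosphate pH 7.0 + 0.01% (detergent screen) or 0.0001% Triton X-100; 5.3 nM AmpC reagent; cpd preinc 15 min RT; nitrocefin (800 uM stock) to start; A480 q20 s × 4 min; Activity was normalised to no-enzyme and no-compound control wells.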
Sm TGR inh: qHTS Assay for the Inhibitors of Schistosoma Mansoni Peroxiredoxins; Schistosoma mansoni thioredoxin glutathione reductase (TGR), Q962Y6; purified TGR, DTNB reduction, TNB absorbance 405 nm; Potency, µM (highest dose often 114 µM), for inactives: at the highest dose activity change, negative = inhibition, actives largely listed as inhibitors; hit rate 3% among 360,000; also: potency is read from the fitted curve at half-maximal effect; nearly all actives have a fitted effect of over 60% in size
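First, TGR (20 nM dispensed) and NADPH were mixed with compound. Second, a 15 min room-temperature incubation followed. Third, further NADPH and then DTNB were added to start the reaction. Finally, TNB absorbance was monitored kinetically.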
* hit, by the source's call; ? = inconclusive; nt = no result given; & = joins results of further samples; ! = not active in a repeat; [ ] = dose if it differs, or a comment. Unless noted, calls follow the shape of the dose curve; as a rule, active = well fitted curve in the direction sought with a large enough effect; inconclusive = small, poorly fitted or top-dose-only effect, or another doubt; inactive = no such curve, though single readings can be large; an effect the other way counts as inactive or inconclusive. Unless noted, % is scaled to controls: 0 for no effect and ±100 for the full control effect.

SMILES	Giardia FBPA inh	AMA1-RON2 inh	HCV inh	HCMV antiviral	AmpC inh detg	Sm TGR inh
CC(C)NC1CS(=O)(=O)CC1O (configuration not stated)	0.4%	2.3%	-0.8%	-15.4	2.6%	-5.0%
CCN(CC)c1ccc2cc(/C(N)=N/NC(=O)c3cccs3)c(=O)oc2c1	-2.1%	nt	nt	nt	-13.1%	2.3%
Cc1ccc(-c2cc(N)n(-c3ccc(C)cc3)n2)cc1	-0.5%	-8.7%	-5.3%	70.8&5.1	16.1%&-7.2%	26.8%&-25.8%
Cn1cc(CC(=O)NC2CCCCC2)c2ccccc21	9.0%	-7.3%	14.9%	13.5	-3.2%	1.2%
CC(C)(Oc1ccc(Cl)cc1)C(=O)O	5.4%	-4.4%	-6.8%	12.4	?	-0.7%
Cc1ccc2oc(=O)c(-c3ccc(O)cc3)c(C)c2c1	nt	-9.0%	6.3%	-2.7	-12.9%	-9.1%
Cc1ccc(S(=O)(=O)N2CCCCC2)cc1NC(=O)COC(=O)CN1C(=O)NC2(CC(C)CC(C)(C)C2)C1=O (configuration not stated)	nt	-8.9%	18.9%	2.6	nt	nt
CCN(CC)C(=S)NC(=O)c1ccc(Cl)cc1Cl	-12.4%	54.7%[activator]	-0.4%	?	-6.7%	-15.0%
Cc1cc(Nc2cccc(F)c2)nc(N2CCOCC2)n1	-20.4%	-5.3%	3.55µM*	167.1	-3.4%	5.2%
Cc1ccc(NC(=O)Nc2cccs2)c(C)c1	nt	nt	nt	-10.0	16.4%	-15.3%
CCn1c(COc2cccc3cccnc23)nnc1SCC(=O)OC	-6.5%	-5.1%	9.6%	74.9	-3.5%	7.9%
COc1ccc(CCNC(=O)COc2cc(O)c3c(c2)OC(C)(C)CC3=O)cc1	8.1%	-6.2%	?	0.0	?	0.6%
CCc1ccc(NC(=O)c2sc3nc(C)nc(N4CCN(c5ccccn5)CC4)c3c2C)cc1	5.0%	-5.8%	1.2%	?	?	0.4%
COc1ccc(NC(=O)CN2C(=O)CSC(C)C2=O)cc1 (configuration not stated)	0.0%	18.0%	30.0%	19.7	1.6%	9.1%
COc1ccc(CNC(=O)c2cnn(-c3ccc(OC)cc3)c2C2CCN(C(=O)OC(C)(C)C)CC2)cc1	nt	nt	nt	0.0	12.0%	1.0%
Cc1cccn2c(=O)cc(COc3ccc(NC(=O)C(C)Oc4ccccc4)cc3)nc12 (configuration not stated)	nt	nt	nt	-23.0	18.4%	-4.2%
CC(/C=C/c1ccccc1)=N/NC(=O)c1nc2nc(C)cc(C)n2n1	0.9%	0.3%	23.1%	-13.8	8.9%	3.1%
Cc1c(NC(=O)CSCc2c(F)cccc2Cl)c(=O)n(-c2ccccc2)n1C	0.2%	3.2%	5.3%	nt	-10.4%	0.2%
Nc1nccnc1C(=O)OCC(=O)Nc1cccc(S(=O)(=O)N2CCCCC2)c1	3.2%	10.6%[11.6 µM]	1.1%	44.1	-11.9%	-5.7%
O=C(N=C1SC2CS(=O)(=O)CC2N1Cc1ccc(Cl)cc1)C1CCCO1 (configuration not stated)	13.0%	-1.7%	10.3%	-16.7	1.7%	1.6%

Three entries picked at random from the list so far:
SMILES	Giardia FBPA inh	AMA1-RON2 inh	HCV inh	HCMV antiviral	AmpC inh detg	Sm TGR inh
CCc1ccc(NC(=O)c2sc3nc(C)nc(N4CCN(c5ccccn5)CC4)c3c2C)cc1	5.0%	-5.8%	1.2%	?	?	0.4%
COc1ccc(NC(=O)CN2C(=O)CSC(C)C2=O)cc1 (configuration not stated)	0.0%	18.0%	30.0%	19.7	1.6%	9.1%
Cc1c(NC(=O)CSCc2c(F)cccc2Cl)c(=O)n(-c2ccccc2)n1C	0.2%	3.2%	5.3%	nt	-10.4%	0.2%

The list continues.
SMILES	Giardia FBPA inh	AMA1-RON2 inh	HCV inh	HCMV antiviral	AmpC inh detg	Sm TGR inh
O=C(CNC(=O)c1ccc(Cl)cc1)OCCCOC(=O)CNC(=O)c1ccc(Cl)cc1	-18.9%	1.3%	-26.9%	-5.1	-0.4%	-1.0%
Cc1ccc(NC2CCCN(C(=O)c3cn4cc(Cl)ccc4n3)C2)cc1C (configuration not stated)	nt	0.5%	0.6%	-17.9	2.8%	-11.4%
O=C(COC(=O)Cc1ccccc1[N+](=O)[O-])NCc1ccc(F)cc1	-0.3%	25.8%	2.7%	?	?	-11.6%
Fc1cccc(CNCc2ccc3c(c2)OCO3)c1	-15.5%	19.1%	12.6%	-4.9	-17.9%	3.6%
COc1ccc(OC)c(N(CC(=O)N2CCC(C)CC2)S(=O)(=O)c2ccc(OC)c(OC)c2)c1	-9.0%	4.1%	17.1%	4.8	-10.8%	4.9%
CCCCCNC(=O)c1ccc2c(c1)nc(C)n2-c1cccc(C)c1	nt	nt	nt	-13.7	1.7%	2.8%
CCCc1cc(=O)[nH]c(SCC(=O)N2CCN(c3ccccc3)CC2)n1	-21.7%	-1.4%	7.9%	22.3&-8.7	4.2%&2.4%	2.2%&3.1%
CC(C)CNC(=O)NC(=O)COC(=O)Cn1cnc2ccccc2c1=O	2.1%	-8.2%	25.9%	4.7	-0.3%	-2.2%
CCN(C(=O)c1ccc2c(=O)n3c(nc2c1)CCCCC3)c1ccc(F)cc1	17.2%	-0.1%	-3.9%	-30.3	-9.1%	-7.5%
COc1ccccc1-c1nc(CNC(=O)Nc2ccccc2)c(C)o1	nt	nt	nt	-11.3	-3.9%	1.7%
CN(Cc1nc2ccccc2c(=O)[nH]1)C(=O)c1cccc(S(=O)(=O)N2CCc3ccccc32)c1	nt	15.3%[11.6 µM]	3.2%	-67.2*	nt	nt
O=C(Nc1ccc(Cl)cc1)N1CCN(c2ccc3nnc(-c4ccc(F)cc4)n3n2)CC1	-6.9%	12.3%	?	-63.1*!	-9.6%&-1.7%	2.4%&-3.9%
Oc1ccc(/C=N/N2CCN(c3ccccn3)CC2)cc1	0.1%	0.0%	6.8%	?	-0.4%	6.9%
O=C1C(=O)N(c2ccccc2)P(=O)(N(CCCl)CCCl)N1c1ccccc1	nt	7.8%	5.2%	30.1	nt	nt
CS(=O)(=O)N1CCN(C(=O)Nc2ccccc2)CC1	-1.0%	-7.2%	28.6%	-34.7	7.5%	14.9%
Cc1ccc(S(=O)(=O)NN=C2C3CC4CC(C3)CC2C4)cc1	nt	11.9%	12.3%	10.6	-13.7%	-35.2%
CCOC(=O)c1nn(C23CC4CC(CC(C4)C2)C3)c2c1C(=O)N(c1ccc(C)cc1)C2=O	3.5%	-0.3%	4.6%	-2.3	?	13.3%
CCOC1=NC(C(=O)O)c2ccccc2/C(=C(/C)Cl)N1 (configuration not stated)	-0.9%	18.5%	4.7%	2.2	-1.6%	-0.4%
CC1CCCN(Cc2nc(Cc3ccccc3Cl)no2)C1 (configuration not stated)	3.3%	7.6%	2.6%	0.0	-2.8%	-16.9%
COc1ccc(/C=C/c2nnc(NC(=O)CSc3ccc(Cl)cc3)s2)cc1	3.6%	18.5%	4.1%	-5.6	-3.8%	-4.8%
CCN1C=CC(=C2C(=O)c3ccccc3C2=O)C=C1	-13.5%	-10.3%	-6.6%	-89.3*	-16.5%	-7.9%
COC(=O)c1sccc1NC(=O)CC1C(=O)NCCN1C(=O)Nc1ccc(C(F)(F)F)cc1 (configuration not stated)	-8.9%	0.7%	18.8%	15.1	-3.4%	11.9%
CC(=O)Nc1ccc(NC(=O)CSC2=NS(=O)(=O)c3cc(Cl)ccc3N2)cc1	nt	4.0%	7.7%	-28.9	-2.9%	1.6%
O=C(CSc1ncc(-c2ccccc2)n1-c1ccccc1)NCc1ccco1	0.0%	?	-14.4%	?	-11.7%	-10.6%
CCC(CC)C(=O)Nc1ccc([N+](=O)[O-])cn1	7.4%	2.0%	0.8%	-83.9*	3.2%	0.8%
Cc1ccn2cc(CNC(=O)c3cccs3)nc2c1	-12.7%	0.0%	-6.9%	9.7	?	-0.8%
COc1ccc2c(c1)CC(NC(=O)Nc1ccc(NC(C)=O)cc1)CO2 (configuration not stated)	nt	nt	nt	4.8	18.6%	-1.5%
CC(=O)NC1=NN(C(C)=O)C(C)(CS(=O)(=O)c2ccc3ccccc3c2)S1 (configuration not stated)	-0.3%	0.9%	-6.4%	-8.3	-3.6%	-15.2%
O=C(Cc1ccc(Cl)cc1)NC1CC1	3.4%	10.7%	20.0%	5.9	-1.9%	5.8%
COc1cc(CNc2nnnn2C)cc(OC)c1OC	17.8%	2.4%	7.8%	26.1	-7.1%	27.9%
Cc1ccc(NCC(=O)NNC2=NCCC2)c(C)c1	-5.2%	71.1%[activator]	-2.1%	4.5	1.9%	-1.9%
Cc1ccc(NCc2nc3ccccc3n2C)cc1	-16.2%	13.6%	-15.4%	80.3	3.6%	9.1%
O=C(NCC1CCCO1)c1ccc(NC(=O)c2ccc([N+](=O)[O-])cc2)cc1 (configuration not stated)	0.5%	-4.0%	-10.0%	22.6	?	6.8%
CCOc1ccc(Br)cc1CN(CC)CC	-7.0%	11.3%	5.8%	11.7	-1.2%	2.2%
O=C(NCc1cccs1)C(=O)NCC1OCCCN1S(=O)(=O)c1ccccc1 (configuration not stated)	-1.9%	8.6%	20.9%	47.9	4.4%	6.9%
O=[N+]([O-])c1cc(S(=O)(=O)NC2=NCCCCC2)ccc1Cl	2.5%	-12.5%	?	26.3	?	-23.7%
COC(=O)c1[nH]c2ccc(Cl)cc2c1NC(=O)CCN1CCOCC1	-2.3%	8.5%	-5.3%	-32.5	-7.9%	6.5%
COc1cc(-c2nc(=S)[nH][nH]2)cc(OC)c1OC	-25.3%	106.4%[activator]	19.7%	10.8	4.2%	7.0%
Cc1cc(C(F)(F)Cl)n2ncc(-c3ccccn3)c2n1	-28.5%	0.4%	-2.8%	-22.7	?	3.6%
Cc1cc(C)nc(SCC(=O)NC2CCCC2)n1	1.1%	1.3%	-8.3%	-1.6	7.7%	14.8%
COc1ccccc1-c1nc(CNC(=O)NC2CCCCC2)c(C)o1	nt	nt	nt	-0.3	11.2%	-0.7%
Cc1ccc(Cl)cc1NS(=O)(=O)c1cc2c3c(c1)CC(=O)N3CCC2	nt	nt	nt	-32.4	-6.6%	7.0%
CCN(CC)S(=O)(=O)c1ccc(C)c(NC(=S)N2CCN(c3ccccn3)CC2)c1	7.4%	-7.5%	22.4µM*	-39.7	-11.6%	-3.1%
O=C(NCCCN1CCOCC1)C1CC(=O)N(C2CCCCC2)C1 (configuration not stated)	6.1%	6.4%	-4.6%	26.4	10.0%	18.8%
S=c1[nH]nc(-c2ccccn2)n1/N=C/c1ccc(-c2ccccc2Br)o1	5.7%	-11.1%	3.2%	?	-5.4%	-6.8%
Cc1ccc(Cl)cc1NC(=O)c1cc(NC(=O)CCCC(=O)O)ccc1N1CCCCC1	nt	5.9%	8.2%	13.6	-1.5%	-5.0%

Compound activity deposited in PubChem by National Center for Advancing Translational Sciences (NCATS).
